High-throughput results (PubChem)
Growth percent in the NCI-60 one-dose screen (48 h, 10 µM unless noted): 100 = growth as untreated, 0 = no growth, -100 = all killed.
K-562: K-562 leukemia; 78,000 tested, 7.4% active; AID 1794777
MDA-MB-435: MDA-MB-435 melanoma; 82,000 tested, 7.8% active; AID 1794794
MDA-MB-231: MDA-MB-231 breast cancer. 81,000 tested, 5% active. AID 1794789
MDA-MB-468: MDA-MB-468 breast cancer | 78,000 tested, 8.5% active
MOLT-4: MOLT-4 leukemia cells. 80,000 tested, 6.9% active. AID 1794779
RPMI-8226: RPMI-8226 leukemia cells; 77,000 tested, 7.5% active
CCRF-CEM: CCRF-CEM leukemia | 77,000 tested, 7% active
SR: SR leukemia cells | 73,000 tested, 8.7% active | AID 1794780
* = called active by the depositor; . = no result given; & = joins results of further samples. Rule for the calls: active = growth percent below 10; inactive = the rest.

mol | MOLT-4 | K-562 | MDA-MB-468 | RPMI-8226 | MDA-MB-435 | SR | CCRF-CEM | MDA-MB-231
N#CC1=C(/N=C/c2ccccc2)Oc2c(ccc3ccccc23)C1c1ccc([N+](=O)[O-])cc1 (configuration not stated) | 94 | 91 | 102 | 92 | 101 | 81 | 94 | 73
Nc1nc2ccc3[nH]ncc3c2c2c1CCCC2 | -2.0* | 9.8* | -47* | 6.8* | 6.3* | -17* | 1.0* | 4.0*
Cc1ccc(NC(=O)NCn2c(=O)[nH]c3ccccc3c2=O)cc1 | . | . | 84 | 93 | 86 | . | 97 | 41
O=c1[nH]c(NCCO)nc2[nH]ncc12 | 91 | 98 | . | 88 | 105 | 92 | 90 | 104
Cc1noc(NS(=O)(=O)c2ccc(N=Nc3ccc(N)nc3N)cc2)c1C | 104 | 103 | 94 | 100 | 106 | 93 | 110 | 113
O=C(Nc1ccccc1)Nc1ccc([N+](=O)[O-])cc1 | 74 | 59 | 49 | 36 | 82 | 94 | 69 | 71
O=C(Nc1cccc2ncccc12)c1sc2ccccc2c1Cl | 96 | 88 | 66 | 77 | 104 | 112 | 94 | 81
C/C=C/C=N\Nc1ccc([N+](=O)[O-])cn1 | 84 | 99 | 100 | 101 | 106 | 102 | 89 | 121
c1ccc(-c2csc(Nc3nc(-c4ccccc4)nc4ccccc34)n2)cc1 | 97 | 86 | 79 | 91 | 101 | 92 | 93 | 95
COC(=O)C1=C(C(=O)c2ccccc2)C2(C(=O)Nc3ccccc32)C(C#N)=C(N)O1 (configuration not stated) | 109 | . | . | 109 | 101 | 102 | 107 | 108
CCNC(=O)NNC(=O)c1ccncc1 | 92 | 95 | 104 | 108 | 109 | 99 | 103 | 113
CCCCn1c(-c2ccc(C(=O)O/N=C(\N)c3ccc(OC)cc3)cc2)nc(-c2ccccc2)c1-c1ccccc1 | -40* | -41* | -14* | . | . | -47* | -49* | -6.8*
CCN1CCN(c2ccc(Nc3ncnc4c3nnn4CCc3cc(OC)cc(OC)c3)cc2)CC1 | 89 | 78 | 76 | 91 | 95 | 89 | 86 | 95
CCCCCOCC#N | 96 | 95 | 100 | 93 | 104 | 93 | 97 | 95
CC(=O)NC(C)(C)CC(C)(C)C | 116 | 115 | 108 | 117 | 111 | . | 117 | 111
CCCCCCCCCC(=O)Oc1ccc(/C(=C(/C)Cc2cccc(OC)c2)c2ccc(OCCN3CCCCC3)cc2)cc1 | 86 | 75 | 96 | 101 | 93 | 81 | 95 | 106
CC(=O)c1ccnc2c(O)c(CN3CCOCC3)ccc12 | . | . | 94 | 89 | 99 | . | 61 | 94
C#CCC1(c2cc3ccccc3s2)NS(=O)(=O)c2ccccc21 (configuration not stated) | 89 | 91 | 103 | 107 | 111 | 103 | 111 | 98
CC(=O)OC1CCC2(C)C(=CCC3C2CCC2(C)C3CC3ON=C(C)C32)C1 (configuration not stated) | 91 | 108 | 113 | 99 | 108 | 91 | 108 | 97
COc1ccc(/C=C/C(=O)c2ccc(NC(=O)CSc3nnc(-c4ccc(-c5nc6ccc(Cl)cc6[nH]5)cc4)o3)cc2)cc1 | 78 | 95 | 111 | 53 | 93 | 90 | 70 | 95
CCCCCCCCC/C(=N\NC(=O)c1ccncc1)c1ccc(O)c(O)c1O | 16 | 15 | 18 | 27 | 53 | 6.6* | 9.7* | 48
CCCOc1cc2ccccc2cc1C(=O)Nc1nc(N)c2c(ccc3nccc32)[nH]1 | -41* | -29* | -65* | -40* | -95* | -16* | -13* | -67*
CC(C)=CCc1cc2c(cc1O)C1=C(C(=O)C3=C(NCCS3(=O)=O)C1=O)C(C=C(C)C)O2 (configuration not stated) | -22* | 8.8* | -21* | 43 | -62* | 6.8* | 1.0* | 12
CC([C@H]1CCC2C3CCC4C(=O)C(NC=O)=CC[C@]4(C)C3CC[C@@]21C)N(C)C (some centres not stated) | 41 | 15 | . | . | -26* | 54 | 29 | 11
COc1ccc2[nH]c(=O)c(CSc3ccc(Nc4nccc(-c5ccc(Cl)cc5)n4)cc3)cc2c1 | 84 | 82 | 98 | 81 | 111 | 91 | 97 | 90
COc1ccc2c(c1)C(=O)C1NC(=O)NC(=O)C1(Br)N2 (configuration not stated) | 105 | 119 | 105 | 111 | 108 | 112 | 101 | 118
O=S(=O)(CS(=O)(=O)Oc1ccccc1)Oc1ccccc1 | 101&94 | 94&92 | 99&101 | 102&105 | 108&102 | 98 | 99&100 | 102&109
COc1cc(Cn2cc3c(c2-c2ccccc2)CCCc2cnoc2-3)cc(OC)c1OC | 73 | 80 | 89 | 77 | 94 | 86 | 87 | 76
Cc1nc2cc(Cl)ccc2c(=O)n1-c1c(CC(=O)O)cnn1C | 121 | 90 | 153 | 86 | 119 | . | 92 | 104
Cc1cc(=O)n(Cc2ccco2)c(=S)[nH]1 | 97 | 101 | 106 | 100 | 102 | 97 | 100 | 98
O=C(CCCCCCc1nc2ccc(Br)cc2[nH]1)NO | 7.4* | 6.1* | -1.0* | -4.4* | -11* | . | 9.8* | 2.7*
CCS(N)(=O)=O | 99 | 111 | 104 | 90 | 112 | 102 | 102 | 93
O=C1NCc2c1c1ccccc1[nH]c2=O | 80 | 99 | 96 | 99 | 106 | 86 | 86 | 102
COc1ccc(C(c2c(O)c3cc(C)ccc3[nH]c2=O)c2c(O)c3cc(C)ccc3[nH]c2=O)cc1 | 90 | . | 99 | 93 | 103 | 82 | 92 | 78
Oc1cccc2oc(=S)[nH]c12 | 100 | 118 | 105 | 106 | 115 | 90 | . | 99
COc1cc(NCCCCCNC(C)(C)C)c2ncccc2c1 | 105 | . | -6.4* | 7.9* | 95 | 113 | 52 | 90
Cc1ccccc1OCC(O)CN1CCN(c2ccccc2)CC1 (configuration not stated) | 97 | 113 | 100 | 105 | 106 | . | 103 | 100
Cn1c(=O)c2c(c3ccccc31)OC(N)=C(C#N)C21C(=O)c2ccccc2C1=O | 112 | 111 | 96 | 95 | 98 | 105 | 103 | 82
CSc1nnc(-c2cnn3c2NC(c2ccccc2)C3)n1-c1ccc(Cl)cc1 (configuration not stated) | 79 | 88 | 96 | 89 | 96 | 91 | 79 | 88
N#Cc1ccc(OC(=O)Nc2c(Cl)cccc2Cl)cc1 | 86 | 100 | 100 | 93 | 106 | 86 | . | 104
Cc1ccc(C(O)(c2nc3ccccc3s2)c2nc3ccccc3s2)cc1 | 93 | 95 | 102 | . | 100 | 93 | . | 98
COc1ccc(NC(=O)CSc2nnc(-c3ccc(-c4nc5ccc(C)cc5[nH]4)cc3)o2)cc1 | 86 | 85 | 101 | 75 | 103 | 84 | 88 | 106
CC(COC(=O)c1ccc([N+](=O)[O-])cc1)C1CCCCC1 (configuration not stated) | 104 | 101 | 102 | 98 | 104 | 102 | 91 | 118
COc1ccc(-c2cn(-c3cc(OC)c(OC)c(OC)c3)c(=O)n2C(C)=O)cc1 | 75 | 62 | . | 96 | 79 | 22 | 92 | 77
O=C(Cn1cc(COc2ncnc3c2cnn3-c2ccccc2)nn1)Nc1ccc([N+](=O)[O-])cc1 | 93 | 113 | 86 | 96 | 90 | 100 | 90 | 81
COc1ccc(C2=NOC(C(=O)N(CCO)CCO)C2)cc1OC1CCCC1 (configuration not stated) | 118 | 111 | 115 | 107 | 103 | 107 | 104 | 107
C(=C\c1nc2ccccc2s1)/c1ccc(N2CCOCC2)s1 | 51 | 32 | . | 63 | 65 | 26 | 58 | 75
CC1(C)S[C@@H]2[C@H](NC(=O)Cc3ccccc3)C(=O)N2[C@H]1C(=O)O | 109 | 98 | 106 | 109 | 109 | 110 | 102 | 107
COC(=O)/C(=C\c1ccc(OC)cc1)C(=O)N1c2ccccc2Sc2ccccc21 | 34 | 11 | 76 | 54 | -58* | . | 43 | 54
CC(=O)OC1(C(C)=O)CCC2C3CCC4=CC(=O)CCC4(C)C3CCC21C (configuration not stated) | 105 | 110 | 98 | 83 | 107 | 108 | 90 | 100
CN1C(=O)N(C)C2Nn3c(s/c(=C\c4ccccc4)c3=O)=NC21 (configuration not stated) | 109 | 93 | 95 | 101 | 86 | . | 100 | 98
COc1cc(C(=O)N2N=C(C)CC2=O)c(N2C(=O)/C(=C/c3ccccc3)N=C2c2ccccc2)cc1OC | 90 | 91 | 96 | 85 | 103 | 70 | . | 88
O=C(O)CNC(=O)c1cccc([N+](=O)[O-])c1 | 86 | 99 | 103 | 101 | 110 | 95 | 79 | 101
Oc1[nH]c2ccccc2c1N=Nc1n[nH]c(=S)n1/N=C/c1sc2ccccc2c1Br | 97 | 112 | 95 | 92 | 90 | 92 | 88 | 95
c1ccc(-c2cccc(-c3ccccn3)n2)nc1 | 3.3* | 5.0* | -16* | 21 | 34 | 8.0* | 5.0* | 44
O=c1c[n+](Cc2ccc(Cl)cc2)[nH]o1 | 82 | 79 | . | . | 98 | 97 | 107 | 116
COc1ccc2c(-c3ccc(F)cc3)c(C#N)c(=NC(C)=O)oc2c1 | 30 | 8.0* | -8.3* | 12 | -3.1* | 14 | 13 | 55
CN(C)CC(Oc1ccccc1)c1ccccc1 (configuration not stated) | 109 | 105 | 89 | 116 | 105 | 107 | 116 | 116
Cc1onc(-c2c(F)cccc2Cl)c1-c1ncc(-c2ccc(Cl)cc2)o1 | 16&42 | 21&28 | 24&66 | 23&26 | 38&47 | 11 | 42 | 46&54
Cc1ccc(Nc2ncnc3sc4c(c23)CCN(Cc2ccccc2)C4)cc1 | 86 | 104 | 63 | 104 | 99 | 86 | 104 | 73

Going on with the list:
mol | MOLT-4 | K-562 | MDA-MB-468 | RPMI-8226 | MDA-MB-435 | SR | CCRF-CEM | MDA-MB-231
Nc1ccc2ccccc2c1Cl | 70 | 38 | 109 | 97 | 71 | . | 56 | 81
O=C(/C=C/c1cc2ccccc2[nH]c1=O)c1ccc(Nc2nccc(-c3ccc4ccccc4c3)n2)cc1 | 102 | . | 97 | 102 | 105 | . | 91 | 100
COc1cccc(/C=C2\SC(=Nc3ccc(NC(C)=O)cc3)NC2=O)c1OC | 99 | 101 | 109 | 97 | 52 | 95 | 97 | 102
C=CCn1c(SCC(=O)Nc2ccc(C(=O)/C=C/c3ccccc3)cc2)nnc1-c1ccc(OC)c(OC)c1 | 58 | 47 | 59 | 2.5* | 69 | . | 84 | 77
COC(=O)/C=C/c1cc(OC)c2c(c1)[C@@H](C(=O)OC)[C@H](c1ccc(OC)c(OC)c1)O2 | 23 | 11 | 51 | 13 | -42* | 26 | 19 | 53
Nn1c(NNC(=O)C2CCCN2)n[nH]c1=S (configuration not stated) | 109 | 116 | 99 | 101 | 101 | 94 | 104 | 109
COc1ccc(-c2nn(-c3ccccc3)cc2C2Nc3ccccc3S2)cc1 (configuration not stated) | 75 | 98 | 116 | 86 | 104 | 88 | 90 | 63
O=P(c1ccc(F)cc1)(c1ccc(F)cc1)c1ccc(F)cc1 | 97 | 109 | 95 | 106 | 101 | 95 | . | 105
C=C1CCC2C3(C)COC(c4ccc(NC(C)=O)cc4)OC3CCC2(C)C1C/C=C1/C(=O)OCC1O (configuration not stated) | 27 | 19 | 19 | 6.1* | 60 | 25 | 27 | 87
Cc1ccccc1-c1cc(-c2ccc(F)cc2)c(C#N)c(=O)[nH]1 | 98 | 97 | 105 | 92 | 101 | 114 | 94 | 93
CC[N+]1(CC)CC[N+](CC)(CC)CC1 | 96 | 86 | 102 | 105 | 100 | 87 | 106 | 119
CCCc1onc(-c2noc(CCC)c2CC)c1CC | 107 | 97 | 120 | 106 | 114 | 99 | 102 | 112
Cc1ccc(S(=O)(=O)N(C)CC(=O)NNC(=O)CSc2ccc(F)cc2)cc1 | 94 | 99 | . | 86 | 99 | 76 | 87 | 99
N#CC1=C2NCCCNc3oc(nc3C#N)Cc3ccccc3CC(=N1)O2 | 84 | 12 | 75 | 20 | 95 | 37 | 30 | 98
O=C(/C=C/c1ccc([N+](=O)[O-])cc1)c1cc2ccccc2oc1=O | 103 | . | 98 | 103 | 104 | 106 | 102 | 95
CCC(=O)NNc1nccc(Nc2ccc(S(=O)(=O)Nc3ccncc3)cc2)n1 | 117 | 124 | 97 | 105 | 101 | 109 | 121 | 108
O=C1C(Br)=C(Br)C(=O)c2c1nc1n2CCCC1 | 49 | . | 100 | 109 | 115 | . | 41 | 100
C#C[C@@]1(O)[C@@H](CO)O[C@@H](n2cc(Br)c3c(N)ncnc32)[C@@H]1O | -16* | 5.0* | -45* | 0.4* | 15 | -1.0* | 3.8* | 2.8*
O=C(Nc1ccc(Cl)cc1C1=NCC(CO)O1)c1ccccc1 (configuration not stated) | 95 | 109 | 103 | 104 | 99 | 106 | 97 | 105
NS(=O)(=O)c1ccc(Nc2nc(N/N=C/c3c[nH]c4ccccc34)nc(Nc3ccccc3)n2)cc1 | 20 | 23 | 53 | -5.7* | 31 | 12 | 13 | 49
COC(c1ccc2c(c1)OCO2)C(C)Br (configuration not stated) | 92 | 87 | 93 | 94 | 90 | 89 | 93 | 95
CCN(CC)Cc1cc(C(C)(C)CC)cc(C2CCCCC2)c1O | 101 | 107 | 101 | 110 | 109 | 104 | 103 | 100
Nc1ccc2ccccc2c1[N+](=O)[O-] | . | . | 109 | 106 | 108 | . | 100 | 110
CC(C)c1cc(C(C)C)c(S(=O)(=O)n2ccc3nc(Cl)nc(Cl)c32)c(C(C)C)c1 | 98 | 104 | 121 | 111 | 104 | 109 | 104 | 105
O=C(CSc1nc2ccccc2c(=O)n1CCc1ccccc1)Oc1ccccc1 | 98 | 90 | 118 | . | 82 | 77 | 94 | 68
CCOC(=O)n1cc(-c2nonc2-c2cn(C)c3ncccc23)c2cc(Br)ccc21 | 103 | 100 | 110 | 98 | 99 | 111 | 102 | 89
COc1cc2c3c(c(=O)oc2cc1OS(C)(=O)=O)CCCCC3 | 96 | 92 | . | 97 | 109 | 84 | 88 | 105
C=Cc1c(Cl)cccc1Cl | 99 | 96 | 107 | 94 | 110 | 93 | 102 | 113
CCCCCCCCCCCCCCCC(=O)N1CCN(C)CC1 | 61 | 16 | . | 71 | 60 | -3.1* | 35 | 55
NNC(=O)C(=O)N=Cc1ccc([N+](=O)[O-])o1 | 88 | 89 | 114 | 90 | 108 | 98 | 83 | .
CC(=O)c1ccc(NC(=O)CSc2nc3ccc([N+](=O)[O-])cc3[nH]2)cc1 | 93 | 92 | 100 | 87 | 98 | 105 | 97 | 101
